From PubChem BioAssay
ABCB6 inh 2 = ABCB6 transporter inhibitors, primary screen, K562-ABCB6 cells, flow cytometry, MLPCN library | ATP-binding cassette sub-family B member 6 (Homo sapiens), Q9NP58 | actives 0.19% (n = 360,000) | K562-ABCB6 porphyrin accumulation, 1 h; stronger effect = lower value | AID 602162, 2011 | fluorescence ratio to DMSO, % at 10 µM;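 active = fluorescence ratio to DMSO below 75%, the collection mean minus 3 SD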;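 note: signal is porphyrin accumulated inside mitochondria; 100% equals median channel fluorescence of DMSO control wells; lower ratio means ABCB6 inhibition with less porphyrin fluorescence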
ABHD5-PLIN5 inh = ABHD5-PLIN5 interaction inhibitors, primary screen, cell lysate, split luciferase complementation, luminescence; Perilipin-5 (Homo sapiens) + 1-acylglycerol-3-phosphate O-acyltransferase ABHD5 (Homo …; Split G. princeps luciferase complementation, 4 h; inhibition, % at 4 µM; actives 0.78% (n = 360,000); AID 602281, 2012;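 active = inhibition above the mean inhibition across every tested compound plus 3 SD, cut at about 22% in these data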;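 note: 0% = DMSO only wells and the 100% control is not disclosed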
Target sequence (Q00G26 whole entry, looked up): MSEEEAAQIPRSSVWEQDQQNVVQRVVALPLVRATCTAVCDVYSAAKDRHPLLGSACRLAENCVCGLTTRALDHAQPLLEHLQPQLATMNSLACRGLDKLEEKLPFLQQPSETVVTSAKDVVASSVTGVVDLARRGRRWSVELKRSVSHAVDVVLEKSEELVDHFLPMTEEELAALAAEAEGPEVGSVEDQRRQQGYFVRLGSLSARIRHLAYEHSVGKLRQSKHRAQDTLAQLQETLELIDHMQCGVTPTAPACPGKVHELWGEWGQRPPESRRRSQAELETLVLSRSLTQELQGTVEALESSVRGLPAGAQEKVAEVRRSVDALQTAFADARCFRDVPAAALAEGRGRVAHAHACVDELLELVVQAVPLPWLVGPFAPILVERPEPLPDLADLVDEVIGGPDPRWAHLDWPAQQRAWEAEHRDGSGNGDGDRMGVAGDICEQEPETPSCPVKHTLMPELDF
Target sequence (Q8WTS1 whole entry, looked up): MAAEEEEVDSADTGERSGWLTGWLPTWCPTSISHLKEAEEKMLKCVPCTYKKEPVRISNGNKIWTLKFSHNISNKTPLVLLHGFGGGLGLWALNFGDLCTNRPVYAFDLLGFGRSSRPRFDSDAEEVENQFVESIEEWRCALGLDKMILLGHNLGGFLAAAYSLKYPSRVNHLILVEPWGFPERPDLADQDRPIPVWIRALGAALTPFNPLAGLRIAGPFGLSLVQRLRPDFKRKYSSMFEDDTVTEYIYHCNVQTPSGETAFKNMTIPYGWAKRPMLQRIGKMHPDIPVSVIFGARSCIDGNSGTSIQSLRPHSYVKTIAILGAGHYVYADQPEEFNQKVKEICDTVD
MC4R antagonist = MC4R antagonists of cAMP signaling, primary screen, cell-based, TR-FRET, antagonist arm of biased-ligand search | actives 0.48% (n = 360,000) | inhibition, % at 6.5 µM | MC4R-expressing cells, MTII-stimulated cAMP, LANCE TR-FRET | Melanocortin receptor 4 (Homo sapiens), P32245;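 active = inhibition above its plate's cutoff, the mean of tested wells on that plate plus 3 SD, cut at about 29% in these data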;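 note: 0% = Melanotan II alone and 100% = Melanotan II plus saturating MCL0020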
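System: U2OS cells stably expressing human melanocortin 4 receptor (MC4R). Reagent: Melanotan II challenge after compound preincubation. Doses: 6.5 µM. Times: 30-min compound, 1-h challenge, 1-h detection, room temperature. Measured by: TR-FRET with Eu-cAMP and labeled anti-cAMP, 671 nm. Replicates: singlicate.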
TLR9-MyD88 inh = inhibitors of TLR9-MyD88 association in cells, primary screen, cell-based, CHO, BLA complementation, fluorescence; Toll-like receptor 9 (Homo sapiens) + Myeloid differentiation primary response protein …; CCF4 FRET ratio; actives 0.21% (n = 340,000); inhibition, % at 4.98 µM;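 active = inhibition above the mean over all tested compounds plus 3 SD, cut at about 21% in these data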;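 note: 0% = DMSO only wells and 100% = clavulanate BLA inhibitor control wells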
Cardio protect = cardioprotection against H2O2-induced cell death, primary screen, uHTS, H9c2 cells, ATPLite luminescence; H9c2 cardiomyocytes, H2O2 injury protection, 2 h; protection from H2O2 cell death, % at 20 µM; actives 0.63% (n = 360,000); AID 588492, 2011;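 active = compounds giving at least 50% protection of heart cells from peroxide-induced death in the single-dose screen, raw or plate-pattern-corrected value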;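 note: 0% = DMSO wells with peroxide and 100% = DMSO wells without peroxide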
Glyco luc inh = increase of ERlucT glycosylation luciferase signal, primary screen, N-linked glycosylation inhibitor project, D54 ERlucT cells, luminescence, set 2 | actives 0.23% (n = 360,000) | D54 ERlucT glycosylation luciferase reporter, 24 h; percent of 100 nM tunicamycin response | reporter increase, % at 12.5 µM;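 active = mean luciferase reporter signal, scaled so untreated is 0 and the glycosylation-blocking control 100, at or above a set limit in every replicate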;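 note: luciferase carries N-glycosylation sites so blocking glycosylation raises the light; 0% = median of neutral control wells and 100% = median of 100 nM tunicamycin wells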
SRC2 inh = inhibition of GAL4-SRC2 driven luciferase reporter, primary screen, SRC2 inhibitor project, cell-based, luminescence; Nuclear receptor coactivator 2 (Homo sapiens), Q15596; HEK293 GAL4-SRC2 luciferase reporter; actives 0.17% (n = 370,000); AID 651957, 2012; inhibition, % at 9 µM;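 active = inhibition above the mean inhibition of all tested compounds plus 3 SD, set per campaign, cut at about 52% in these data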;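 note: 0% = DMSO treated cells and 100% = cells given Gossypol at 36 µM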
HTR2A ag = mouse Htr2a agonists via beta-arrestin recruitment, primary screen, cell-based, luminescence | actives 0.66% (n = 360,000) | 5-hydroxytryptamine receptor 2A (Mus musculus), P35363 | CHO-K1 mHTR2A beta-arrestin complementation; percent of 30 µM serotonin response | activation, % at 7.6 µM;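 active = activation above a run cutoff, the mean activation of all tested compounds plus 3 SD, cut at about 14% in these data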;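 note: 0% = plate median of compound wells and 100% = 30 µM serotonin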
MC4R ag barr = MC4R agonists recruiting beta-arrestin, primary screen, cell-based, luminescence, agonist arm of biased-ligand search; actives 0.98% (n = 360,000); U2OS MC4R beta-arrestin complementation; percent of melanotan II response, DMSO zero; activation, % at 8.9 µM;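 active = activation above a per-plate cutoff, the mean activation of sample wells on that plate plus 3 SD, cut at about 8% in these data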
NOD2-RIPK2 inh = NOD2-RIPK2 binding disruptors in cells, primary screen, fluorescence, CHO cells, BLA complementation | CCF4 ratio | actives 0.38% (n = 360,000) | AID 624267, 2012 | Receptor-interacting serine/threonine-protein kinase 2 (Homo sapiens), O43353 | inhibition, % at 4.98 µM; in the data active = inhibition above about 21%;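 note: 0% = vehicle only and 100% = reference blocker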
An asterisk follows results filed as active; x = not tested or not shown. The list is partial; the hit share may differ from the screen's.

SMILES	ABCB6 inh 2	ABHD5-PLIN5 inh	MC4R antagonist	TLR9-MyD88 inh	Cardio protect	Glyco luc inh	SRC2 inh	HTR2A ag	MC4R ag barr	NOD2-RIPK2 inh
O=C(/C=C/C(Cl)(Cl)Cl)Nc1ccc(Cl)cc1	89	-3	1	-5	-14	3	-29	4	3.5	-9
Cn1nnnc1SCC(=O)Nc1cccc(S(=O)(=O)N2CCCC2)c1	98	2	26	6	-2	0	19	-1	-0.8	10
O=C(O)C1C2C=CC(C2)C1C(=O)N1CCN(CCO)CC1 (configuration not stated)	100	-2	3	4	-20	0	-1	0	0.6	1
COc1ccc(OC)c(C(=O)c2ccc(C(=O)Nc3cccc4ccccc34)cc2)c1	92	5	2	-1	6	1	-17	-3	0.4	-4
CCN(CC(=O)NC1CCS(=O)(=O)C1)c1nc(-c2cccnc2)nc2ccccc12 (configuration not stated)	108	3	6	-8	9	1	-9	3	-1.4	-7
COc1ccc(NC(=O)CN(C)C(=O)c2cccc(S(=O)(=O)Nc3ccc(F)cc3)c2)cc1	85	-5	-7	3	-4	0	6	6	-1.6	3
COc1cccc(NC(=O)Cn2nnc(C(=O)NCc3cccs3)c2N)c1	95	0	4	2	9	-1	14	2	-1.7	0
COc1cc(OC)cc(-c2cc(NC(C)=O)n[nH]2)c1	95	2	9	3	8	3	-17	-2	-0.5	-11
CC(C)(C)c1nc(SCC(=O)Nc2nc3c(s2)CCCC3)c2ccccc2n1	96	5	-4	-7	-16	-16	5	0	0.4	-2
Cc1cccc(NC(=O)c2ccccc2O)c1C	94	-2	0	9	-14	1	-45	-3	-0.1	-2
COC(=O)COc1ccc(=O)n(-c2ccccc2)n1	86	-3	4	8	-1	3	5	-2	-1.4	6
CCN(CC)C(=O)c1ccccc1NC(=O)c1cccc(S(=O)(=O)N(CC)CC)c1	95	2	0	2	-7	0	-5	-2	-1.1	-7
CCC(C)(c1ccc(C(=O)OC)s1)c1ccc(C(=O)OC)s1	95	-6	3	-6	-14	-2	2	0	3.0	-4
c1cncc(-c2nc3cc4ccccc4cc3[nH]2)c1	97	3	-10	-4	-16	-9	-69	-1	-0.6	1
CC(C)(C)c1ccc(C(=O)NNC(=O)CNC(=O)c2cccs2)cc1	99	2	3	0	-4	2	-28	-4	2.4	-17
Cc1cc(Nc2ccc3c(c2)OCCO3)c2ccccc2n1	99	2	-3	-11	18	1	-7	0	2.2	0
C=CCOC(=O)c1ccc(-n2cnc(C)n2)nc1	101	2	8	16	0	2	-22	1	-0.8	-2
CCC(c1nc2ccccc2[nH]1)n1c(=O)c(-c2cccnc2)nc2ccccc21 (configuration not stated)	x	3	x	x	x	x	15	0	x	-7
Cc1cc(C)cc(NC(=O)CS(=O)(=O)c2cccc3nsnc23)c1	102	0	9	-4	-4	3	1	4	0.8	-10
COc1ccc(CNC(=O)CN(c2cccc([N+](=O)[O-])c2)S(C)(=O)=O)cc1	100	-5	-6	-4	1	1	21	1	-2.8	2

The closing two compounds of the part above open the next one:
SMILES	ABCB6 inh 2	ABHD5-PLIN5 inh	MC4R antagonist	TLR9-MyD88 inh	Cardio protect	Glyco luc inh	SRC2 inh	HTR2A ag	MC4R ag barr	NOD2-RIPK2 inh
Cc1cc(C)cc(NC(=O)CS(=O)(=O)c2cccc3nsnc23)c1	102	0	9	-4	-4	3	1	4	0.8	-10
COc1ccc(CNC(=O)CN(c2cccc([N+](=O)[O-])c2)S(C)(=O)=O)cc1	100	-5	-6	-4	1	1	21	1	-2.8	2
CN(CC(=O)Nc1c(Cl)cccc1Cl)C(=O)Cc1cccs1	103	-9	6	-9	2	2	23	10	0.4	-9
Cc1ccc(N2C(=O)CC(C)CC2=O)cc1	100	3	-1	-2	2	-1	-24	2	-0.5	-8
O=S(=O)(NCCSCc1ccc(Cl)c(Cl)c1)c1ccc2c(c1)OCCO2	97	-4	4	-1	-13	0	-2	-7	-0.3	-9
O=C(c1ccc2c3n(nc2c1)-c1ccc(Cl)cc1CO3)N1CCCCC1	96	4	1	-8	-8	-5	-61	-1	-2.3	8
OC(COc1ccccc1)CN1CCN(CC(O)COc2ccccc2)CC1 (configuration not stated)	96	2	26	-3	-13	1	1	-7	-2.6	0
CCOC(=O)C1=C[C@@H](C(C)C)N(S(=O)(=O)c2ccc([N+](=O)[O-])cc2)[C@H]1c1ccccc1	98	3	x	x	0	-5	4	4	x	-15
Cc1cc2c(c(=O)n1Cc1ccccn1)C(C(C)C)C(C#N)=C(N)O2 (configuration not stated)	97	-4	-1	0	3	-1	-19	-1	-2.1	-7
Cn1c(SCC(=O)N2CCCC2)nnc1-c1ccc2c(c1)OCO2	102	9	12	6	-4	6	-9	1	-0.2	3
O=C(CC1C(=O)NCCN1C(=O)Nc1ccccc1)Nc1cccc(C(F)(F)F)c1 (configuration not stated)	89	14	3	5	-6	6	-10	0	2.0	4
CC(C)CCNC(=O)C1CCN(S(=O)(=O)c2ccc3c(c2)CCC(=O)N3)CC1	97	-11	-2	-2	-1	1	-11	-1	1.3	-14
COc1ccc(/C=N/NC(=O)c2cccc(C(=O)N/N=C/c3ccc(OC)cc3)n2)cc1	101	0	3	-3	-6	-1	-10	-3	-0.3	6
COC(=O)C(C)Sc1nc2ccsc2c(=O)n1Cc1ccccc1 (configuration not stated)	99	1	13	-4	0	3	-8	-9	-0.4	-5
Cc1nc2nc(SCC(=O)NCCCN3CCOCC3)nn2c(C)c1Cc1ccccc1	101	2	6	5	2	0	-4	0	-0.6	0
CC(C)n1nc(C(=O)Oc2cc(Cl)ccc2Cl)c2ccccc2c1=O	95	4	7	5	-8	1	-12	3	0.4	7
Cc1cc(Cl)ccc1NC(=O)CN1C(=O)NC2(CCCC2)C1=O	89	-1	8	-3	10	2	4	-6	1.4	-7
C=CCCC(=O)N1CCC(n2nccc2NC(=O)c2ccc(OC)cc2)CC1	101	3	6	2	-3	0	-12	4	-0.6	-12
CN(C(=O)COC(=O)C1=COCCO1)C1(C#N)CCCCC1	89	4	0	3	-2	3	-9	1	-2.0	-11
COc1ccc(CNC(=O)CN(c2ccc(OC)c(Cl)c2)S(=O)(=O)c2ccc(C)cc2)cc1	103	-4	13	-4	4	-3	-1	-8	0.8	-15
Cc1cc(C(=O)Nc2nnc(C(F)(F)F)s2)no1	99	0	2	-2	-7	-1	4	4	-0.5	-8
C=CCOC(=O)/C(=C\C=C\c1ccccc1)NC(=O)c1ccccc1	102	1	10	2	12	1	-18	-3	-0.8	-11
COc1ccc(N(C(=O)Cn2nnc(-c3ccc(F)cc3)n2)C(C)C(=O)NC2CCCC2)cc1OC (configuration not stated)	101	10	10	4	3	0	-2	1	0.2	-4
COc1ccc(N(CC(=O)NCCSCc2ccco2)S(=O)(=O)c2ccccc2)cc1Cl	101	1	3	-9	5	-2	-10	-5	-5.2	-13
COc1cc(C(=O)OCC(=O)Nc2c(F)cccc2F)cc(OC)c1C	101	-3	20	-16	0	0	19	2	1.8	-3
O=C(c1cccc(-n2cnnn2)c1)N1CCOCC1	95	9	4	0	12	2	3	7	-0.1	-7
CCOC(=O)c1ccc(Nc2cc(C)nc(-c3ccccc3O)n2)cc1	99	11	1	5	1	-12	-41	3	1.0	-10
Cc1cc(-c2nc3ncccc3o2)ccc1NC(=O)c1ccc([N+](=O)[O-])o1	97	-9	3	1	-2	-1	-14	0	1.0	-13
COc1ccc(N2CCN(C(=O)c3cccc(Cn4cc(Cl)cn4)c3)CC2)cc1	96	3	-3	5	3	0	5	-5	-1.6	3
Cc1cc(C)cc(NC(=O)CSc2nnc(-c3ccccc3C)o2)c1	96	-2	7	-10	-6	2	-49	2	1.6	-4
Cc1cccc(NC(=O)CSCC(=O)Nc2ccc(S(=O)(=O)N3CCOCC3)cc2)c1	102	-11	2	-6	0	0	-3	-2	2.9	-10
CCc1sc(C(=O)NCc2ccco2)cc1Br	99	2	1	-7	0	3	11	-10	0.1	4
COC(=O)[C@@]12C[C@@H](CC(=O)NCCCN3CCCC3=O)C(=O)N(CCc3ccc(OC)c(OC)c3)C1=CCC(C)(C)C2	x	-10	x	x	x	x	-9	1	x	1
O=C(NC1CCCCC1)c1ccc(S(=O)(=O)NCc2cccnc2)cc1	97	7	10	0	-9	-2	13	3	0.3	1
CCOc1ccccc1/C=C(/NC(=O)c1ccccc1)C(=O)NC(C)c1ccccc1 (configuration not stated)	98	-1	8	-2	-1	-5	-27	-5	-0.9	-4
COc1ccccc1CNc1ncnc2cc(Cl)ccc12	97	0	4	-9	-17	0	15	0	-0.1	-11
Nn1c(SCC(=O)N2CCN(S(=O)(=O)c3ccc(Cl)cc3)CC2)nnc1-c1cccs1	97	0	5	-8	-3	-1	-8	3	-0.1	-4
CC(OC(=O)Cc1n[nH]c(=O)c2ccccc12)C(=O)N(C)c1ccccc1 (configuration not stated)	96	1	1	5	22	0	-15	-4	-0.7	-1
COCCn1c(SCC(=O)N(C)C2CCS(=O)(=O)C2)nc2ccccc2c1=O (configuration not stated)	96	-2	0	-7	5	1	18	-3	-0.7	8
CCOC(=O)c1cnn2c(C(F)(F)F)cc(-c3ccccc3)nc12	96	6	4	-2	12	-1	0	-2	2.8	-13
COC(=O)COc1cccc(NC(=O)c2cc(OC)cc(OC)c2)c1	93	-3	27	3	4	-1	12	8	-1.1	-2
N#Cc1c(NC(=O)CSc2nnc(-c3ccccc3O)n2-c2ccccc2)sc2c1CCCC2	97	-3	4	-3	11	-1	-15	-3	-3.0	-10
COc1ccc(C2C(=O)c3ccccc3C2=O)cc1	101	-11	17	-10	-32	-4	-32	-5	-1.0	-13
Cn1nc(C(=O)NCc2ccccc2Cl)c2c1-c1ccccc1S(=O)(=O)C2	100	-7	17	7	7	-5	8	3	-0.9	5
CCN(CC(=O)Nc1ccccc1C(F)(F)F)C(=O)C1CC(=O)N(Cc2ccccc2)C1 (configuration not stated)	99	-1	2	1	5	2	-14	-7	0.3	4
